# Screening results as filed in PubChem.
# VHR inh abs = DUSP3 (human) phosphatase inhibition. inhibition, % at 13.3 µM. AID 1654. 290,000 compounds, 0.52% hits. P51452. recombinant VHR phosphatase, pNPP absorbance; in the data active = inhibition above about 50%; note: some compounds called inactive have numbers as strong as hits
# Target sequence (P51452 whole entry, looked up): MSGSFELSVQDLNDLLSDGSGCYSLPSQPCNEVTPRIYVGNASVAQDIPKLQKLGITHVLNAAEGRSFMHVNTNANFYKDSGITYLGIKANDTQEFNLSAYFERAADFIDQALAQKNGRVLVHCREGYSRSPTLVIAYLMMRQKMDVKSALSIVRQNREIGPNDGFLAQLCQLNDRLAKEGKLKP
# Rv3671c protease = inhibits the M. tuberculosis serine protease Rv3671c. inhibition, % at 5.96 µM. 320,000 compounds, 0.048% hits. AID 2606; in the data active = inhibition above about 38%;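 note: extracellular domain of Rv3671c used as enzyme; 0% = enzyme with DMSO and 100% = no enzyme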
# SARS 3CLpro inh = SARS-CoV 3CLpro protease inhibition | 290,000 compounds, 0.14% hits | P0C6X7 | inhibition, % at 6 µM | AID 1706 | recombinant SARS-CoV 3CLpro, quenched FRET peptide cleavage; in the data active = inhibition above about 12%
# GDH-TPI inh = counter-screen for M. tuberculosis FBA inhibitors: GDH-TPI coupled enzymes | GDH-TPI coupled enzyme counterscreen, NADH absorbance | inhibition, % at 4.8 µM | 360,000 compounds, 1.2% hits; in the data active = inhibition above about 30%;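 note: 0% = DMSO wells and 100% = wells lacking the enzyme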
# BH1578 lux ind = quorum light induction in luxS cqsA deficient V. cholerae; V. cholerae BH1578 lux reporter, luminescence, 6 h; activation, % at 18.7 µM; 350,000 compounds, 0.16% hits; AID 588436; in the data active = activation mostly above about 9.7%, no sharp cut-off; note: not every result past the cut was called active; inactives centre near 0; reference of the scale not given here
# Mtb FBA inh = inhibits M. tuberculosis FBA enzyme; inhibition, % at 1 µM; 360,000 compounds, 2.3% hits; purified M. tuberculosis FBA, fluorescence read-out; in the data active = inhibition above about 27%;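 note: 0% = vehicle and 100% = reference inhibitor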
# Target sequence (P9WQA3 whole entry, looked up): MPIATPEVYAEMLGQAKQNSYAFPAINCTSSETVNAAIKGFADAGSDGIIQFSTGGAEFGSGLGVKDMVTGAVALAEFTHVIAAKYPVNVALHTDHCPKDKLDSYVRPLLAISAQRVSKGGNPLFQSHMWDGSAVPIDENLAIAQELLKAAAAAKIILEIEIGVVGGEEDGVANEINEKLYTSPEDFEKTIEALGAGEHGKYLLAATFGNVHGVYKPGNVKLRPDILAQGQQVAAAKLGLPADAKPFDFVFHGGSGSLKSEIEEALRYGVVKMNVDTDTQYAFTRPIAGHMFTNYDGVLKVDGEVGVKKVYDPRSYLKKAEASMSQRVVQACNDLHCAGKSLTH
# MazEF act = MazEF (E. coli) toxin RNase activation; P0AE70; FAM/BHQ RNA-DNA oligo cleavage fluorescence, 5 h; activation, % at 20 µM; 350,000 compounds, 0.32% hits; in the data active = activation above about 50%
# Target sequence (P0AE70 whole entry, looked up): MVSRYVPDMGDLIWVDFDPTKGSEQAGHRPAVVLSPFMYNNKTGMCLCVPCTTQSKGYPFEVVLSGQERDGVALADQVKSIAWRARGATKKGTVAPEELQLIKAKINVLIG
# Mtb BioA inh = blocks M. tuberculosis BioA enzyme activity; inhibition, % at 9.99 µM; purified M. tuberculosis BioA enzyme, plate reader; 360,000 compounds, 0.096% hits; AID 602481; in the data active = inhibition above about 40%
# Mtb UGM inh = inhibitors of M. tuberculosis UDP-galactopyranose mutase; purified UGM, fluorescence polarization probe displacement; inhibition, % at 10 µM; 320,000 compounds, 0.06% hits; in the data active = inhibition above about 10%, passing the limit was not always enough
# Target sequence (P9WIQ1 whole entry, looked up): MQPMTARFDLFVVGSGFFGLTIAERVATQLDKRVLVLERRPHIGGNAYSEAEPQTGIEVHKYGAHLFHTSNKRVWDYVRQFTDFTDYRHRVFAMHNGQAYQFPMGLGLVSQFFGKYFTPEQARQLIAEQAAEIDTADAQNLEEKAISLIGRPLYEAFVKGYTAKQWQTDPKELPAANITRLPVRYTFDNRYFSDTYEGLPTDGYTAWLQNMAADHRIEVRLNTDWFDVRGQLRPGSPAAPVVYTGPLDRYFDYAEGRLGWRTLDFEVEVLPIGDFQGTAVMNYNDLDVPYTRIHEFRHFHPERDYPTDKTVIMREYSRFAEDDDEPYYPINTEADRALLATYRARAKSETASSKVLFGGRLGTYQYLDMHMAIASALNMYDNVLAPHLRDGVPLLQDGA
# SSB-PriA inh = blocks PriA binding to SSB C-terminal tail | AlphaScreen SSBct-PriA binding, biotinylated peptide | inhibition, % at 33 µM | 430,000 compounds, 0.6% hits; in the data active = inhibition mostly above about 37%, no sharp cut-off; inactive = mostly below about 20%;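 note: plate controls were negative control peptide for no effect and reference peptide for full effect; strong numbers were not always called active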
# Numbers without * were called inactive; i = inactive; . = no result given; & = joins results of further samples. Some of the compounds tested. The share of hits here may be higher or lower than overall.
SMILES,VHR inh abs,Rv3671c protease,SARS 3CLpro inh,GDH-TPI inh,BH1578 lux ind,Mtb FBA inh,MazEF act,Mtb BioA inh,Mtb UGM inh,SSB-PriA inh
COc1ccc(NC(=O)CCn2cccc2)c(OC)c1,11,-3,6,3,-0.5,9,-2,.,-3.5,5
CC(C)(C)OC(=O)C[C@@H]1C/C=C\C[C@@H](CC(=O)N(CCO)Cc2ccccc2)C(=O)N[C@@H](c2ccccc2)COC1=O,.,-1,.,11,-0.5,7,5,-1.3,5.3,-1
O=C(COc1ccc(F)cc1Cl)NC1CCCCCC1,.,8,.,12,i,3,2,-0.1,2.5,2
O=P(NC1CCCCC1)(c1ccccc1)c1ccccc1,.,.,.,9,-5.0,1,-4,-0.3,.,-12
COc1ccc(S(=O)(=O)N2CCCCCC2)cc1C(=O)OCc1cccc(OC)c1OC,.,-3,.,-2,i,0,7,-0.9,0.1,-2
COc1cccc(-c2nn(-c3ccccc3)cc2C(=O)OCC(=O)Nc2ncc(Cl)cc2Cl)c1,0,-29,3,12,-1.4,0,-5,.,2.4,-18
O=S(=O)(c1ccc(NCCOc2ccccc2)nc1)N1CCCC1,.,4,.,-1,i,4,7,3.0,0.2,-2
NS(=O)(=O)c1ccc(CCNC(=O)COC(=O)C2CCN(c3ccc(C(F)(F)F)cn3)CC2)cc1,.,4,.,6,-2.6,9,-4,.,0.7,-6
COc1cc(CN2CCSCC2)c([N+](=O)[O-])cc1OC,2,4,-1,0,i,0,4,-0.3,-1.0,1
CC(C)(C)N(NC(=O)Nc1ccc(F)cc1)C(=O)c1ccccc1,-12,-7,3,3,-3.3,-1,0,.,0.0,-6
CCOc1ccc(NC(=S)NC(C)CCc2ccccc2)cc1 (configuration not stated),17,4,3,0,0.0,1,9,.,-4.0,5
COCCCN1C(=O)c2ccc(C(=O)Nc3ccccc3Cl)cc2C1=O,38,0,0,-6,1.4,-2,2,-1.3,-2.8,-8

# A section of the results above, for reference:
SMILES,VHR inh abs,Rv3671c protease,SARS 3CLpro inh,GDH-TPI inh,BH1578 lux ind,Mtb FBA inh,MazEF act,Mtb BioA inh,Mtb UGM inh,SSB-PriA inh
COc1cc(CN2CCSCC2)c([N+](=O)[O-])cc1OC,2,4,-1,0,i,0,4,-0.3,-1.0,1
CC(C)(C)N(NC(=O)Nc1ccc(F)cc1)C(=O)c1ccccc1,-12,-7,3,3,-3.3,-1,0,.,0.0,-6
CCOc1ccc(NC(=S)NC(C)CCc2ccccc2)cc1 (configuration not stated),17,4,3,0,0.0,1,9,.,-4.0,5
COCCCN1C(=O)c2ccc(C(=O)Nc3ccccc3Cl)cc2C1=O,38,0,0,-6,1.4,-2,2,-1.3,-2.8,-8

# (cont.)
SMILES,VHR inh abs,Rv3671c protease,SARS 3CLpro inh,GDH-TPI inh,BH1578 lux ind,Mtb FBA inh,MazEF act,Mtb BioA inh,Mtb UGM inh,SSB-PriA inh
O=C(NC(Cc1c[nH]c2ccccc12)C(=O)N/N=C/c1cccnc1)c1cccs1 (configuration not stated),-2,-3,2,-1,-0.2,-2,-5,0.8,2.5,.
CCN(CC)C(=O)Oc1ccnc2cc(Cl)ccc12,31,4,-1,6,i,2,11,-0.3,-0.2,-3
O=C(c1ccc(Cl)cc1)N1N=C(c2ccccn2)CC1(O)C(F)(F)F (configuration not stated),25,13,8,-2,-1.3,4,8,.,-3.6,-15
O=S(=O)(Nc1ccc2c(c1)OCO2)c1cccs1,-1,4,-4,3,-0.3,-2,-1,.,-0.1,-12
COc1cc([N+](=O)[O-])ccc1NC(=O)/C=C\C(=O)O,13,-6,2,12,-0.1,-3,5,.,3.8,-1
O=S(=O)(NCCCc1ccccc1)c1ccccc1,-1,1,1,3,-0.7,2,-5,-0.2,0.5,-6
COC(=O)CCC(=O)c1oc2ccc(Br)cc2c1N,-22,4,-1,6,i,-1,-2,-1.8,-0.1,-3
O=[N+]([O-])c1cccc(/C=N/Nc2ccccn2)c1,2,-1,3,21,0.6,0,4,.,0.4,.
COc1ccc(CNC(=O)COc2cccnc2[N+](=O)[O-])cc1,22,-2,-6,0,-0.8,-1,3,.,-2.8,-11
COc1ccc(C(NC(=O)c2ccc(F)cc2)c2ccccc2)cc1 (configuration not stated),22,-2,3,7,-0.7,1,3,.,2.8,-4
COc1ccc(C(CNC(=O)c2cccc(NS(=O)(=O)c3ccc(Br)cc3)c2)N(C)C)cc1 (configuration not stated),.,1,.,2,i,5,-1,1.8,-0.3,.
Cc1cc(C)c[n+](CC(=O)c2ccc(C)c([N+](=O)[O-])c2)c1,6,2,0,2,-1.0,-1,-4,5.0,0.6,-12
CC1CCN(C(=O)Cn2ncc3c4ccccc4n(C)c3c2=O)CC1,36,11,-1,4,-0.3,3,0,-2.1,1.4,-6
Cc1cc[n+](-c2ccccc2)c2ccccc12,13,10,1,-2,0.4,-1,4,2.5,1.5,2
C[C@H](CO)N1C[C@H](C)[C@@H](CN(C)S(=O)(=O)c2cccs2)Oc2ccc(NC(=O)c3ccncc3)cc2C1=O,.,2,.,-14,i,4,-4,-0.4&1.5,-0.7,1
Cc1ccsc1C(=O)OCC(=O)N1CC(C)CC(C)C1 (configuration not stated),.,1,.,7,-5.0,0,-2,0.7,3.2,-10
CC1CC(NC(=S)N(C)C)CC(C)(C)C1 (configuration not stated),.,.,.,4,i,-1,4,-1.0,.,.
O=C(C1=C[C@H](C2CC2)C[C@H](OCCCCO)O1)N1CCOCC1,10,2,3,5,5.0,4,-8,1.4&-0.6,-1.5,-5
Cc1cc(C(=O)CC#N)c(C)n1-c1ccc(OC(F)F)cc1,21,-8,0,8,2.8,0,2,3.8,0.1,1
Cc1c(N=Cc2ccco2)c(=O)n(-c2ccccc2)n1C,4,2,-4,8,i,0,8,-1.2,-1.9,-13&3
Cc1ccccc1OCCN1CCC(Cc2ccccc2)CC1,45,1,-3,8,-0.8,1,4,-0.6,-1.0,-2
Cc1cc(C(=O)COC(=O)Cc2n[nH]c(=O)c3ccccc23)c(C)n1-c1ccc2c(c1)OCO2,8,-18,-2,-3,-0.3,1,5,.,0.3,-3
COc1cccc(NS(=O)(=O)c2nc3nc(C)cc(C)n3n2)c1,42,-1,-4,7,-0.4,3,-1,-0.2,-1.9,-8
COC(=O)C1CCN(C(=O)c2ccc(OC)c(S(=O)(=O)N3CCCc4ccccc43)c2)CC1,.,2,.,-1,i,-1,12,5.8,1.8,1
CCCN=C(C)C1=C(O)c2ccccc2C1=O,-6,-6,1,21,i,-6,0,.,-1.1,-20
COc1cc(CC(=O)OCC(=O)Nc2ccccc2C#N)cc(OC)c1OC,.,5,.,-5,i,0,-1,-1.3,1.7,-4
CC1(c2nnc(Cc3ccccc3)o2)CC(c2cccc(Cl)c2)=NO1 (configuration not stated),4,2,.,5,0.8,-3,2,-1.1,-1.1,-29
O=C(NCCc1ccc(F)cc1)c1ccc(Cl)c(S(=O)(=O)N2CCOCC2)c1,.,1,.,-6,i,-2,5,.,1.4,4
C[C@]12CC[C@H](O)CC1=CC(=O)C1C2CC[C@]2(C)C(=O)[C@H](O)CC12 (some centres not stated),.,-5,.,-2,4.3,0,2,-0.1,-0.6,-24
CCCCCCSc1ccc([C@@H]2[C@H]3C(=O)N(C)C(=O)[C@H]3[C@]3(C(=O)OC)CCCCN23)cc1,.,-1,.,5,-0.4,2,-69,-2.3,1.7,-11
O=C(Nc1ccc(Nc2ccccc2)cc1)c1ccccc1F,1,10,1,22,-0.4,-2,-12,4.9,1.4,22
C=CCC[C@@H](Cc1ccc(F)cc1)C(=O)OCCNC(=O)[C@H](CC=C)CC(=O)NCCO,.,6,.,-5,-0.7,2,-1,0.8,-1.6,3
O=S1(=O)CCN(Cc2cccc(C(F)(F)F)c2)CC1,17,-3,6,8,0.5,0,-34,.,0.4,-11
COc1cccc(CNC(=O)c2ccc(C3SCCS3)cc2)c1,7,-13,4,5,i,-2,-3,-0.6,2.5,-4
C[C@@H]1CN([C@H](C)CO)C(=O)CCCn2nncc2CO[C@H]1CN(C)Cc1ccc2cccnc2c1,.,.,.,9,-0.4,-2,4,0.3&0.6,.,.
COC(=O)c1onc(-c2c(Cl)cccc2Cl)c1C(=O)OC,0,-4,-1,-5,0.2,3,4,0.9,2.7,-7
O=C(NCc1ccco1)c1cc(-c2ccccc2)c(N2CCOCC2)s1,27,10,-3,4,i,-8,-4,4.9,-4.4,3
COC(=O)COc1c(/C=C\c2nc(O)c([N+](=O)[O-])c(=O)[nH]2)cccc1OC,9,-5,-1,32*,0.7,-3,6,-2.5,-1.7,-2
O=C(NC(=S)N1CCN(c2ccccc2)CC1)c1ccco1,.,0,.,-2,-1.7,3,-4,0.3,2.7,-13
COc1ccc(-c2nc(C3CCCCC3)c3cc(OC)ccc3n2)cc1,.,-6,.,2,i,3,-4,-3.2,-0.9,1
C[C@H]1CN([C@@H](C)CO)C(=O)c2cc(C#CC3CCCC3)cnc2O[C@H]1CN(C)C(=O)Cc1ccccn1,.,.,.,0,-0.4,3,-1,0.2&0.3&-2.6,.,.
COC(=O)c1ccc(CSc2ncnc3c2oc2ccccc23)o1,15,1,-4,7,0.0,0,7,-0.8,-2.0,8&-3
CCN(CC)CCNC(=O)c1ccc(-n2c(C)cc3c2CCCC3=O)cc1,30,-5,0,2,i,3,12,.,2.8,5
CCOC(=O)C1C(=O)CC(C)(O)C(C(=O)OCC)C1c1ccc(NC(C)=O)cc1 (configuration not stated),4,-6,5,2,i,-3,3,.,0.8,5
CCN(CC)C(=O)C1=C(C)N(CCCOC)C(=O)C(CC(=O)NCCc2ccccn2)C1 (configuration not stated),.,.,.,-2,-0.4,-1,8,-1.0,.,.
CC(C)CN1C(=O)c2ccc(NC(=O)Cc3ccccc3)cc2C1=O,21,-6,0,2,-0.2,15,15,.,-1.2,-12
CC(Sc1nnnn1C)C(=O)Nc1nc(-c2ccc(F)c(F)c2)cs1 (configuration not stated),.,8,.,4,-2.7,3,9,.,0.6,5
Cc1cccc(NC(=S)c2nc3ccccc3s2)c1,24,11,1,1,4.5,-1,-4,.,4.4,16
O=C(Cc1cccs1)N(Cc1cccs1)C1(C(=O)NC2CCCCC2)CCCCC1,6,-6,0,-1,i,-2,-3,-2.4,-1.6,-10
Cn1c(=O)oc2cc(S(=O)(=O)N3CCCCC3)ccc21,26,-7,-4,7,-0.5,-2,-1,-0.5,0.5,-11
COc1ccc(NC(=O)N2CCCC(c3nc(-c4ccc(F)cc4)no3)C2)cc1 (configuration not stated),16,2,-1,-1,-0.4,-1,0,.,-1.3,-2
Cc1[nH]c2ccccc2c1/C=N/NC(=O)c1cccc(F)c1,-4,2,5,19,i,2,3,.,1.4,.
CN1C(=O)NC(c2ccccc2)C2=C1CN(Cc1ccco1)C2=O (configuration not stated),19,9,1,18,-0.2,3,10,-0.8,1.6,-5
CCOC(=O)CSc1nc2c(sc(=S)n2Cc2ccco2)c(=O)n1-c1ccc(F)cc1,18,3,-3,12,i,1,-3,.,0.3,10
COc1cccc(C(C(=O)NCc2ccccc2)N(C(=O)c2csnn2)C2CC2)c1 (configuration not stated),28,8,0,-1,-0.4,1,2,-2.2,-0.1,-12
Cc1ccccc1N(CC(=O)N/N=C/c1ccccc1Cl)C(=O)c1ccccc1,22,-15,-1,12,i,0,7,-2.7,0.0,.
O=C(Nc1ccc(C(=O)N2CCOCC2)cc1)Nc1ccc(Cl)cc1Cl,1,-1,-1,1,i,-3,5,.,-1.1,3
CCC(Sc1nc2n[nH]c(C)c2c(=N)n1-c1ccc(C)c(Cl)c1)C(=O)N1CCOCC1 (configuration not stated),13,2,2,-5,3.6,0,6,-0.3,-2.0,-8
O=C1C(Cl)=C(N2CCCCCC2)C(=O)N1c1ccc(Br)cc1,-16,-5,-1,-9,1.7,-1,-63,-3.2,1.7,-60
CCCNC(=O)C1(C)CCCN(Cc2cccc3ccccc23)C1 (configuration not stated),.,.,.,2,-0.2,0,.,2.1,.,.
CCN(CC)CC#CC(C)(C)OC(C)=O,.,3,3,8,i,1,0,.,3.3,-14
O=C1CCC([N+](=O)[O-])C(c2cc3c(cc2Cl)OCO3)N1 (configuration not stated),15,2,-1,-2,i,1,0,.,-0.7,-3
